# Bioassay records from PubChem BioAssay.
# MrgX1 antag: human MrgX1 receptor antagonism, primary screen; MRGX1-HEK293 calcium flux, Fluo-4, BAM8-22 antagonism; stronger effect = lower value; AID 588676; Q96LB2; hit rate 1.3% among 310,000; B-score at 10 µM;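 active = calcium-response B-score plate-corrected more than 3 library SD below zero, starting fluorescence within 5 deviations, no agonist response on first addition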;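 note: peak minus trough fluorescence over baseline after final BAM8-22 challenge near maximal dose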
# Platelet DG rel: modulates dense granule release in human platelets; human platelet-rich plasma, SFLLRN dense granule ATP release, luminescence; inhibition, %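 (compounds screened at 7.5 µM in platelet-rich plasma)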; hit rate 0.22% among 300,000;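 active = mean replicate score, as percent of positive control, at or above 50; inconclusive = mean below 50 but at least one replicate at or above 50; inactive = mean and every replicate below 50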
# TRPC6 inh: inhibitors of mouse TRPC6 channel | Q61143 | B-score at 10 µM | HEK293-TRPC6, membrane potential dye, ACh-evoked depolarization; stronger effect = lower value | hit rate 1.1% among 310,000;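 active = B-score under library mean minus 3 SD, initial fluorescence not abnormally high, positive integrated signal ratio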;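 note: B-score derived from integrated fluorescence ratio over the kinetic read; more negative B-score means stronger inhibition of depolarization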
# TRPC6 act: activators of mouse TRPC6 channel | AID 2550 | hit rate 0.13% among 310,000 | HEK293-TRPC6 membrane potential dye fluorescence; stronger effect = higher value | B-score at 10 µM;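 active = B-score of the integrated fluorescence ratio above library mean plus 3 SD, and starting fluorescence ratio within library mean plus 5 SD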;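 note: higher score means more depolarization so channel activation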
# MrgX1 ag: human MrgX1 receptor agonism, primary screen. Q96LB2. hit rate 0.44% among 310,000. MrgX1-HEK293 cells, Fluo-4 calcium fluorescence, agonist mode; stronger effect = higher value. B-score at 10 µM;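 active = calcium response B-score plate-corrected fluorescence ratio at least 3 library SD, with starting fluorescence B-score inside 5 SD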
#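 Test system: Stable human MrgX1 HEK293 cell line | Schedule: Overnight plating before 1 h dye loading | Read-out basis: Baseline-normalised fluorescence change ratio, B-scored | Detection: Kinetic calcium dye fluorescence, Fluo-4 NW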
# SKKanGAS inh: inhibitors of SKKanGAS S. pyogenes growth in kanamycin (SK-promoter or general growth effect). hit rate 1.3% among 300,000. inhibition, % at 7.5 µM. BacTiter-Glo, 6 h;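 active = mean replicate score, as percent of positive control median, at least 50; inconclusive = mean below 50 but one replicate at or above 50; inactive = mean and every replicate below 50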;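 note: strain carries kanamycin resistance gene driven by streptokinase promoter and grows in 40 µg/ml kanamycin; loss of luminescence reflects streptokinase promoter inhibition or plain growth inhibition; 0% = median of DMSO wells and 100% = positive control at its reference dose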
# MrgX1 PAM: allosterically activates human MrgX1 receptor signaling | MrgX1-HEK293, Fluo-4 calcium flux, FDSS; stronger effect = higher value | hit rate 0.63% among 310,000 | Q96LB2 | B-score at 10 µM;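 active = plate-corrected calcium response at least 3 library SD above typical, normal starting fluorescence, not activating the receptor alone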;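 note: compound read alongside a low EC10 to EC30 dose of BAM8-22 agonist; peak minus trough fluorescence over baseline measured at the second addition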
# RGS4 inh: inhibitors of human RGS4 | HEK293 M3R/RGS4 inducible, Fluo-4 calcium flux; stronger effect = higher value; triggered by carbachol at its EC20 | B-score at 10 µM | hit rate 0.45% among 310,000 | AID 463165;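 active = B-score, a plate-corrected calcium signal, over three deviations above library mean, with baseline fluorescence within five deviations of library mean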;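 note: RGS4 expression induced by doxycycline in cells with stable M3 receptor; B-score is computed from the integrated fluorescence ratio over baseline after carbachol; higher B-score means a larger calcium signal and so more RGS4 inhibition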
# TRPC4 block: blocks the mouse TRPC4 cation channel | Q9QUQ5 | HEK293 TRPC4beta/mu-opioid, DAMGO-evoked Fluo4 calcium flux; stronger effect = lower value | B-score at 10 µM | hit rate 0.39% among 300,000 | AID 2247;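 active = B-score over 3 SD under the library average, no early fluorescence shift, positive overall ratio signal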
# Target sequence (Q9QUQ5 whole entry, looked up): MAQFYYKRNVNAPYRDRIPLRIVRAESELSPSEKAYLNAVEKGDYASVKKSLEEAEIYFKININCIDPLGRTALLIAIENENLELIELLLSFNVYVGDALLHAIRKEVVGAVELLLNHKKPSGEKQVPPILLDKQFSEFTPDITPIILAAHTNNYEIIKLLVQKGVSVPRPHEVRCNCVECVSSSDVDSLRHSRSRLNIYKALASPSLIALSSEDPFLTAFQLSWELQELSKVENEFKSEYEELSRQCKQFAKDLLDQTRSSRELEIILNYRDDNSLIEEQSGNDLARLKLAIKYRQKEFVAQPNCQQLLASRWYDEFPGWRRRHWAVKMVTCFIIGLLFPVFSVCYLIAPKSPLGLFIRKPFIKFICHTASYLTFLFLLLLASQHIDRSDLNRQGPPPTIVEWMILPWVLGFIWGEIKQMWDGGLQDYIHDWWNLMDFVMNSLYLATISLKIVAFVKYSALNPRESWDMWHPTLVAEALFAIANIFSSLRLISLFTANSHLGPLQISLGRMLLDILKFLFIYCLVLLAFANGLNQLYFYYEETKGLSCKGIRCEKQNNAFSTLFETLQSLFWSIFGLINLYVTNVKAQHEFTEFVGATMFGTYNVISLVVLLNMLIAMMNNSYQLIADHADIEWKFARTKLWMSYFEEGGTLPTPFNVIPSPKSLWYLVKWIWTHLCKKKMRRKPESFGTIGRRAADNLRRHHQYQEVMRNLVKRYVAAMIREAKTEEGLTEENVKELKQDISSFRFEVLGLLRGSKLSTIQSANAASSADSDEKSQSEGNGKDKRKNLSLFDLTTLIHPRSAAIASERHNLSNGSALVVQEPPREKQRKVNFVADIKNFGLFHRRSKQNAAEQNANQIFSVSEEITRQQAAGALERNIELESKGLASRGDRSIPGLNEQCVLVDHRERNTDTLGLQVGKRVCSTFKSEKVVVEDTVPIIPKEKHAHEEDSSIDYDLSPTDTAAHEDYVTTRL
#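 test system = HEK293 cells with stable TRPC4beta plus mu-opioid receptor expression | detection = Fluo4 Ca2+ flux fluorescence | read-out = integrated fluorescence ratio relative to baseline, converted to per-well B score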
# HIF act: HIF pathway transcriptional activation; U2OS HRE-luciferase reporter, luminescence; normalized: DMSO 0%, desferrioxamine 100%; activation, % at 7.5 µM (by protocol); hit rate 0.32% among 300,000;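 active = mean activation of at least 10% of the iron chelator positive control signal, with at least half of replicates also reaching 10%; inconclusive = mean and replicate majority disagree about reaching 10%; inactive = mean and most replicates under 10%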
# RGS4 act: potentiators or activators of RGS4; HEK293 M3R/inducible RGS4, carbachol calcium flux Fluo4; stronger effect = lower value; B-score at 10 µM; hit rate 0.92% among 310,000; AID 463111;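 active = B-score of the integrated calcium signal more than 4 SD below the library mean, with starting fluorescence not abnormally high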;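 note: negative B-score means reduced calcium response which marks RGS4 activation or potentiation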
#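 Material: Inducible-RGS4 HEK293 cells carrying M3 receptor; also added: carbachol at ECmax as muscarinic agonist stimulus; incubation: compound preincubation 20 min at room temperature before agonist; signal: Fluo4-AM (2 µM) calcium-flux fluorescence, kinetic read; measure: integrated calcium ratio converted to B score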
# Starred values were filed as active, the others as inactive; i = inactive; u = inconclusive; x = no result given.
SMILES,MrgX1 antag,Platelet DG rel,TRPC6 inh,TRPC6 act,MrgX1 ag,SKKanGAS inh,MrgX1 PAM,RGS4 inh,TRPC4 block,HIF act,RGS4 act
CC(=O)c1ccc(S(=O)(=O)N2CCC3(CC2)CC(=O)c2ccccc2O3)cc1,i,5,i,i,i,1,i,i,i,0.0,i
O=C(NCCc1cccnc1)C1CCC(=O)N(Cc2cccc(C(F)(F)F)c2)C1 (centres undefined),i,17,i,i,i,3,i,i,i,-0.4,i
COC(=O)C1C2CCC(C2)C1C(=O)OCC(=O)c1ccc(C)cc1 (centres undefined),i,7,i,i,i,3,i,i,i,1.1,i
C=CCn1c(SCC(=O)/C(C#N)=C(\C)N)nnc1C1CCCCC1,i,5,i,i,i,1,i,i,i,0.2,i
O=C(CCc1nnc(Cc2ccc3c(c2)OCO3)o1)NC(c1ccccn1)C(F)(F)F (centres undefined),i,1,i,i,i,-1,i,i,i,0.1,i
N#Cc1nc(COc2ccc(Br)cc2)oc1NCCCn1ccnc1,i,-4,i,i,i,-10,i,i,i,-3.2,i
COc1ccc(CN2CCN(C(=O)c3ccc(F)cc3)CC2)c(OC)c1,i,-3,i,i,i,-5,i,i,-6*,-0.1,i
COc1cccc(CN(C)CC(=O)NCc2ccc(C)cc2)c1,i,10,i,i,i,6,i,i,i,0.9,i
Cc1cccc(NC(=O)CCn2ccnc2C)c1,i,10,i,i,i,5,i,i,i,0.8,i
CCc1ccc(NC(=O)CC2NCCNC2=O)cc1 (centres undefined),i,0,i,i,i,6,i,i,i,0.6,i
CCCCCCc1nc2ccccc2c(=O)n1NC(=O)c1c(O)c2cccc3c2n(c1=O)CCC3,x,-4,i,i,x,5,x,i,i,0.5,i
Cc1c(NC(=O)C(C)OC(=O)/C=C/c2ccc3c(c2)OCO3)c(=O)n(-c2ccccc2)n1C (centres undefined),i,-6,i,i,i,2,i,i,i,-0.1,i
CCc1ccc(NC(=O)C(=O)NCCOc2ccccc2Cl)cc1,i,2,i,i,i,-2,i,i,i,-0.1,i
Cc1ccnc(NS(=O)(=O)c2ccc(NC(=O)C3C4C=CC(C4)C3C(=O)O)cc2)n1 (centres undefined),i,-1,i,i,i,-3,i,i,i,-0.5,i
CC(OC(=O)c1ccc(NS(=O)(=O)c2ccc3[nH]c(=O)[nH]c3c2)cc1)C(=O)Nc1ccc(Cl)cc1 (centres undefined),i,-1,i,i,i,17,i,i,i,-0.2,i
Cn1cc(C(=O)C(=O)NC2CCCCC2)c2ccccc21,i,13,i,i,i,-2,i,i,i,1.7,i
CCn1c(=NC(=O)CS(=O)(=O)c2ccc(F)cc2)sc2cccc(OC)c21,i,5,i,i,i,6,i,i,i,0.2,i
COc1cccc(Nc2nnc(SCC(=O)Nc3sccc3C(N)=O)s2)c1,i,2,i,i,i,0,i,i,i,0.2,i
O=C(CN1C(=O)C2CC=CCC2C1=O)NCc1ccc2c(c1)OCO2 (centres undefined),i,6,x,x,i,-3,i,x,x,-0.1,x
CCC/C(=N\NC(=O)CCC(=O)NCc1ccccc1)c1ccccc1,i,0,i,i,i,-16,i,i,i,0.3,i
O=C(NNC(=O)c1cccs1)Nc1cccc(Cl)c1,i,2,i,i,i,11,i,i,i,-0.1,i
COc1ccc(CCNC(=O)CCC(=O)n2ncc3ccc(Cl)cc32)cc1OC,i,2,i,i,i,-6,i,i,i,0.1,i
O=C(c1ccc(O)cc1)c1ccc(Cl)cc1,i,-9,i,i,i,3,i,i,i,1.0,i
CCc1cc(C(=O)N2CCCC(C(=O)c3ccc(Oc4ccccc4)cc3)C2)n(C)n1 (centres undefined),i,-14,i,i,i,7,i,i,i,0.0,i
Cc1ccc(NC(=O)C2CCC(CNC(=O)[C@@H]3Cc4ccccc4CN3)CC2)c(C)c1 (some centres undefined),i,0,i,i,i,0,i,i,i,-0.3,i
Cc1[nH]c(=O)[nH]c(=O)c1S(=O)(=O)N1CCCC(C(=O)NCCc2ccc(Cl)cc2)C1 (centres undefined),i,6,i,i,i,-8,i,i,i,0.2,i
N#Cc1cccc(CN2CCCN(Cc3ccc(F)cc3)S2(=O)=O)c1,i,-7,i,i,i,6,i,i,i,0.8,i
CCSCCOC(=O)C1=C(C)NC(=O)NC1c1cccc(OC)c1OC (centres undefined),i,-33,i,i,i,-4,i,i,i,-0.2,i
CC(C)Cc1nnc(NC(=O)Cc2ccccc2[N+](=O)[O-])s1,i,-7,i,i,i,16,i,i,i,0.3,i
CCCCC[C@H](O)/C=C/[C@@H]1[C@@H](C/C=C\CCCC(=O)OC)[C@@H](O)C[C@H]1O,i,20,i,i,i,2,i,i,i,0.2,i
Nc1ccc2c(c1)sc1ccccc12,i,-6,i,i,i,-14,i,i,i,0.9,i
Cc1ccc2c(c1)OC(=O)CC2c1ccccc1 (centres undefined),i,5,x,x,i,-4,i,x,x,0.0,x
CCCCCCn1c(N(CC)CC)nc2c1c(=O)[nH]c(=O)n2C,i,-9,i,i,i,3,i,i,i,-0.4,i
O=C(Cn1cncn1)c1ccccc1,i,11,i,i,i,-6,i,i,i,-0.2,i
O=C(CSc1nnc(CNc2ccc(F)cc2)n1Cc1ccccc1)NCc1ccco1,i,-3,i,i,i,3,i,i,i,0.1,i
O=C(CCCN1C(=O)/C(=C\c2cccs2)SC1=S)Nc1ccc(O)cc1,i,-3,i,i,i,9,i,i,i,-0.4,i
COC(=O)c1cc(CNC(=O)c2cccc(Cl)c2)ccc1OC,i,-2,i,i,i,-5,i,i,i,0.2,i
COc1ccccc1CNC(=O)C1CCN(S(=O)(=O)c2cccc3nonc23)CC1,i,-5,i,i,i,8,i,i,i,-1.5,i
COc1ccc(S(=O)(=O)NCC(=O)N(CC(=O)NCC2CCCO2)c2c(C)cccc2C)cc1 (centres undefined),i,x,i,i,i,x,i,i,i,x,i
CCOc1ccc(NC(=O)CN(C)CC(=O)Nc2ccc(Br)cc2F)cc1OCC,i,2,i,i,i,1,i,i,i,-0.7,i
Cc1ccc(CCNC(=O)C2CCN(S(=O)(=O)c3cccc4cccnc34)CC2)cc1,i,-10,i,i,i,1,i,i,i,0.1,i
O=S(=O)(NCC1(N2CCOCC2)CCCCC1)c1ccc(F)c(F)c1F,i,6,i,i,i,0,i,i,i,-0.5,i
COc1ccc(OC)c(NC(=O)C(=O)c2cn(CC(=O)N3CCCC3)c3ccccc23)c1,i,0,i,i,i,29,i,i,i,-0.2,i
COC(=O)c1ccc(NC(=O)C2CCCCC2C(=O)O)cc1 (centres undefined),i,2,i,i,i,4,i,i,i,-0.4,i
Cc1ccc(CN2CCN(c3ccccc3Cl)CC2)o1,i,-9,i,i,i,0,i,i,i,-0.1,i
CCOc1ccc(N2C(=O)CC(N3CCN(c4ccc([N+](=O)[O-])cc4)CC3)C2=O)cc1 (centres undefined),i,-7,i,i,i,-1,i,i,i,1.6,i
COc1cc(NC(=S)NCC2CCCO2)c(OC)cc1Cl (centres undefined),i,-1,i,i,i,1,i,i,i,0.2,i
CC1(C)CC(=O)C(C2NCCc3ccccc32)=C(O)C1 (centres undefined),i,-49,i,i,i,-4,i,i,i,-0.2,i
Cc1ccc(OCC(=O)NNC(=O)c2cc(C)[nH]n2)cc1,i,-24,i,i,i,-3,i,i,i,-0.2,i
COC(CNS(=O)(=O)c1cc2c3c(c1)CCN3C(=O)CC2)OC,i,-6,i,i,i,1,i,i,i,-0.1,i

# (continued)
SMILES,MrgX1 antag,Platelet DG rel,TRPC6 inh,TRPC6 act,MrgX1 ag,SKKanGAS inh,MrgX1 PAM,RGS4 inh,TRPC4 block,HIF act,RGS4 act
CCN1CCN(C(=O)c2ccc(C(F)(F)F)cc2)CC1,i,-3,i,i,i,16,i,i,i,-0.3,i
COc1cccc2c(=O)c3cccc(N)c3[nH]c12,i,3,i,i,i,12,i,i,i,0.2,i
CCc1ccc(S(=O)(=O)NCc2cccnc2)cc1,i,1,i,i,i,2,i,i,i,-16,i
COc1ccc(OC)c(NC(=O)CSc2nnc(-c3ccco3)o2)c1,i,0,i,i,i,2,i,i,i,-0.3,i
Cc1cccc(N(C(=O)c2nsc(Cl)c2Cl)C(C(=O)NC2CCCC2)c2ccc(O)cc2)c1 (centres undefined),i,7,i,i,i,-6,i,i,i,0.0,i
CC(Sc1nc(-c2ccc(F)cc2)cs1)C(=O)N1c2ccccc2CC1C (centres undefined),i,-4,i,i,i,21,i,i,i,0.3,i
Cc1nc2ccc(NS(=O)(=O)c3ccc4c(c3)OCCO4)cc2s1,i,-11,i,i,i,0,i,i,i,1.1,i
Cc1cc(SCC(=O)NC2CCCC2)nc2ccccc12,i,4,i,i,i,-3,i,i,i,-0.5,i
O=C(COC(=O)Cc1ccsc1)NCC1CCCCC1,i,x,i,i,i,2,i,i,i,-0.9,i
COc1ccc(C(=S)N2CCN(S(=O)(=O)c3ccccc3)CC2)cc1,i,-9,i,i,i,-5,i,i,i,0.1,i
Cc1cc(C)cc(N(C(C)C(=O)N2CCCC2)S(C)(=O)=O)c1 (centres undefined),i,2,i,i,i,0,i,i,i,-0.9,i
COC(=O)c1cc(NC(=O)c2cccc(Cl)c2)c(=O)oc1/C=C/Nc1cc(C)cc(C)c1,i,12,i,i,i,21,i,i,i,-0.2,i
Cc1ccc(NC(=O)CSc2nnc(C)n2-c2ccccc2)cc1,i,-13,i,i,i,-9,i,i,i,0.4,i
COc1cc(/C=C2/CC/C(=C/c3ccc(O)c(OC)c3)C2=O)ccc1O,i,0,i,14*,58*,u,i,i,i,2.6,i
Cc1cc(C)nc(SCC(=O)c2ccc(Cl)cc2)n1,i,3,i,i,i,-3,i,i,i,0.5,i
Cc1nc(SCC(=O)N2CCCCC2)c2c(C)c(C)sc2n1,i,0,i,i,i,-4,i,i,i,-2.4,i
O=C(CSc1ccc(Cl)cc1)Nc1ccc(C2SCCS2)cc1,i,2,i,i,i,-3,i,i,i,-0.1,i
COc1ccc(-c2c(C)c3ccc(O)cc3oc2=O)cc1OC,i,-7,i,i,i,-9,i,i,i,0.5,i

# This is a random part of the collection. About 6.1% of those tested had a hit in this group.
